# Screens (PubChem)
# SR-BI DiI-HDL act: enhances SR-BI lipid uptake from DiI-HDL. hit rate 0.096% among 320,000. CHO ldlA[mSR-BI] cells, DiI-HDL uptake fluorescence, 3 h; 100 = double the neutral-control signal. activation, % at 12.5 µM;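 active means mean replicate activation of at least 60% and every replicate at or above 60%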;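 further: 0% = median plate neutral-control signal and 100% = twice that signal; values of inactives mirror those of a sister screen read the other way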
#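 Test system: SR-BI-overexpressing, LDLR-lacking CHO cells; Also added: labelled HDL, 10 µg/mL; Measured by: bottom-read cell fluorescence after medium removal, ex 550/em 595 nm; Timing: 3 h uptake period with compound, 37 °C; Buffer or medium: F12, 0.5% BSA, 25 mM HEPES; Doses: single compound concentration, delivered by pin transfer.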
# DSG3 Ab inh: human desmoglein-3 autoantibody binding inhibition; DSG3-coupled beads, scFv-anti-DSG3-GFP binding, flow cytometry; hits give low values; binding (percent of control), % at 10 µM; hit rate 0.48% among 310,000; AID 588358;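 active means binding more than 3 SD below its plate's average and above zero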;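 further: hits lower antibody fragment binding to DSG3; some compounds called inactive have numbers as strong as hits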
# PKA-R2B act: activators of human PKA-R2B complex. AID 504700. activation, % at 11.4 µM. hit rate 0.079% among 340,000. PKA-R2B holoenzyme dissociation, Cy5-IP20 fluorescence polarization; R2B truncated from residue 108, S112A mutant; 0% DMSO only, 100% 113 µM cGMP;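 active means activation above a cutoff set at the mean over all compounds plus 3 SD, cut at about 18% in these data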;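 further: higher means more holoenzyme dissociation and a rise in polarization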
# NSD2 HMT inh: blocks human histone methyltransferase NSD2 | O96028 | inhibition, % at 12.5 µM | AID 743445 | hit rate 0.54% among 310,000 | NSD2 peptide methylation, AlphaScreen, 120 min; in the data active means inhibition above about 50%
# Target sequence (O96028 whole entry, looked up): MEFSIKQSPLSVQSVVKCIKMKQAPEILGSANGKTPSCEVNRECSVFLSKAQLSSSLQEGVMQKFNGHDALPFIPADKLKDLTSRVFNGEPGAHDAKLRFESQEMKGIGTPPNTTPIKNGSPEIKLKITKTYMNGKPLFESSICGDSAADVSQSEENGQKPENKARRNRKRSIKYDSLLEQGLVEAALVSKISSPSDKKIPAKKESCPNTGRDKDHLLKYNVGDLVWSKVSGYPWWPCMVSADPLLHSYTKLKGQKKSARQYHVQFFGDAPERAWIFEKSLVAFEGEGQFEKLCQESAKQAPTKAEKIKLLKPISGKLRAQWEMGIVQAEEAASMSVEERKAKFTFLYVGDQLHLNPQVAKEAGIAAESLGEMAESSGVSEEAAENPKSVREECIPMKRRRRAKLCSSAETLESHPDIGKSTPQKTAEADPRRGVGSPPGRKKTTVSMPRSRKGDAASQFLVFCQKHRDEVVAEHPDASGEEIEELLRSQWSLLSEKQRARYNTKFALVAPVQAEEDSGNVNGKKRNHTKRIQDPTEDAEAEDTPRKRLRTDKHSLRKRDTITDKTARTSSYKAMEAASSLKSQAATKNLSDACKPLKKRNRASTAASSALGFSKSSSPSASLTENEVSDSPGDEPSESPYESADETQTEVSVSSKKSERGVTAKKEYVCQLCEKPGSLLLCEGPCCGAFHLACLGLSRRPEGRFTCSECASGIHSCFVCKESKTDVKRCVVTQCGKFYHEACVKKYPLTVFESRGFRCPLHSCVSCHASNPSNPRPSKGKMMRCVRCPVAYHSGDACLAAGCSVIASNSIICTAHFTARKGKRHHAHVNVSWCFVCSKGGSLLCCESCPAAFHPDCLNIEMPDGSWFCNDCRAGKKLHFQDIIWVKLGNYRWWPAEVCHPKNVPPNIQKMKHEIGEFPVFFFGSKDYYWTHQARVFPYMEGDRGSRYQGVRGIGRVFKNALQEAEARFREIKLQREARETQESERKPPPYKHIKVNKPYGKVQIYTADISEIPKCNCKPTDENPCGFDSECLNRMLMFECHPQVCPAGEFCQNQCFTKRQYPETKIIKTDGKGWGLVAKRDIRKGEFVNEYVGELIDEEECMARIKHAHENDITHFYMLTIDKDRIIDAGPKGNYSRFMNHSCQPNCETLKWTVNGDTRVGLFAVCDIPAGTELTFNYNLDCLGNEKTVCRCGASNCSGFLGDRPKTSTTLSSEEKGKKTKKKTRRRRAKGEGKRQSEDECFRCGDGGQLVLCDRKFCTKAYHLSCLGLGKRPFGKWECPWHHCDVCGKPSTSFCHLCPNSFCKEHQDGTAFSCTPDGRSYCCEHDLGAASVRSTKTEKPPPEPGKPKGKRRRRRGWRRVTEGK
# dFosB act: mouse delta FosB homodimer activation; P13346; purified delta FosB, TAMRA-CDK5 oligo fluorescence polarization; percent of positive-control signal above neutral wells; activation, % at 25 µM; hit rate 0.99% among 340,000;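 active means mean activation above about 17%, with every replicate also reaching it, limit read from the data, passing the limit was not always enough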;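 further: fluorescence polarization rise as delta FosB binds a TAMRA Cdk5 AP-1 oligo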
# SR-BI HDL uptake: inhibitors of mouse SR-BI mediated HDL lipid uptake; hit rate 0.96% among 320,000; ldlA[mSR-BI] CHO cells, DiI-HDL uptake fluorescence, 3 h; inhibition, % at 12.5 µM; AID 488896; Q61009;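 active means mean replicate inhibition of at least 70% and a set share of replicates each scoring 70 or more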;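 further: 0% = median of neutral control wells and 100% = median of positive control wells; values of inactives mirror those of a sister screen read the other way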
# Arrestin-AP2 inh: inhibitors of human beta-arrestin and AP2 interaction; hit rate 0.31% among 340,000; FITC-arrestin peptide / GST-AP2 beads, flow cytometry; AP2 beta2 appendage carries R879A mutation; inhibition, % at 10 µM;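 active means inhibition above a set limit, near 3 SD of compounds lacking own fluorescence, cut at about 54% in these data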;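 further: plate controls were DMSO wells for no effect and 5 µM unlabelled arrestin peptide for full effect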
#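 System: GST-tagged AP2 beta2-adaptin appendage (R879A) on 4 µm glutathione beads / Reagent: FITC-arrestin peptide, 50 nM / Detection: HyperCyt-sampled flow cytometry, FL1 channel, ex 488/em 535 nm / Timing: 12 min plus 1 h, RT / Buffer or medium: PBS plus Tween 20 (0.05%) and BSA (0.1%)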
# Mot1-301 SUMO: blocks SUMOylation pathway, rescuing yeast Mot1-301 growth | S. cerevisiae Mot1-301 growth rescue, ATP luminescence, 38.5C; percent above DMSO median, 100 means doubled | growth rescue, % at 18.8 µM | hit rate 1% among 320,000;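 active means every valid replicate shows activation above 250% relative to neutral control wells; inactive means the rest, any valid replicate at or below 250%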;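 further: OY570 slx delta 5 strain wells were the positive control but not used for scaling; some compounds called inactive have numbers as strong as hits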
# MITF act: increases MITF-driven TRPM1 promoter luciferase signal; activation, % at 12.5 µM; hit rate 0.75% among 300,000; AID 588334; SK-MEL-5 TRPM1-promoter luciferase, 24 h; % of positive control, neutral wells = 0;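 active means mean activation of at least 80% with every replicate also reaching 80%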;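 further: 0% = neutral control wells and 100% = parthenolide positive control wells; values of inactives mirror those of a sister screen read the other way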
# CDK5 p35 inh: CDK5/p35 (human) kinase inhibition; Q00535+Q15078; Recombinant CDK5/p35, ADP-Glo luminescence, 60 min; inhibition, % at 10 µM; hit rate 0.01% among 330,000;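 active means highest replicate inhibition of at least 50% and at least 75% of replicates reaching 50%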;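 further: plate controls were DMSO neutral control for no effect and GW8510 at 10 µM for full effect; many of its hits are not listed in these tables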
# PKA-R1A activ: PKA-R1A complex activation; AID 504707; PKA-R1A dissociation, Cy5-IP20 fluorescence polarization; scaled: DMSO 0%, 113 µM cGMP 100%; hit rate 0.083% among 340,000; P00514+P68181; activation, % at 11.4 µM;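 active means percent activation above the mean of all tested compounds plus 3 SD, cut at about 19% in these data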;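 further: higher means more PKAc released from R1A so a rise in polarization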
# * hit, by the source's call; · = no result given; & = joins results of further samples. This is a subset; count on the stated rates, not on these rows.
SMILES,SR-BI DiI-HDL act,DSG3 Ab inh,PKA-R2B act,NSD2 HMT inh,dFosB act,SR-BI HDL uptake,Arrestin-AP2 inh,Mot1-301 SUMO,MITF act,CDK5 p35 inh,PKA-R1A activ
CC[C@H](C)[C@@H](C(=O)N1CCCC1c1nccs1)N(C)C(=O)[C@H](CC(C)C)N(C)C(=O)[C@H](Cc1ccc(OC)cc1)N(C)C(=O)/C=C(\C)OC (some centres undefined),34,127,4,·,-10,-34,1,·,-5,0.4,-1
COC(=O)C1=C(c2cccc(C#N)c2)C[C@@H]2CC[C@H]1N2C(=O)N1CCCCC1,0,100,-8,·,-2,0,8,-10,3,-5.2,-2
O=C(O)Cn1cc(/C=C2\C(=O)NC(=O)N(c3ccc(Br)cc3)C2=O)c2ccccc21,23,92,-7,15,-1,-23,32,12,-7,-0.8,5
O=C(Nc1cccc(Cl)c1)OCC#CCN1CCCC1,-10,102,-8,1,-6,10,2,·,25,1.4,-1
Cc1ccc(C)c(NP(=O)(Oc2ccccc2)Oc2ccccc2)c1,-52,106,-5,-2,-2,52,3,124,12,1.2,-5
CC(C)c1ccc(-n2c(O)c(/C=N/NC(=O)c3ccncc3)c(=O)[nH]c2=O)cc1,-12,128,4,-3,-5,12,9,16,0,0.7,12
CC(=O)O[C@@]12CO[C@@H]1C[C@@H](O)[C@@]1(C)C(=O)[C@H](O)C3=C(C)[C@@H](OC(=O)[C@H](O)[C@@H](NC(=O)c4ccccc4)c4ccccc4)C[C@@](O)([C@@H](OC(=O)c4ccccc4)C12)C3(C)C (some centres undefined),5,101,-8,·,-10,-5,-3,-9,·,2.3,7
COc1ccc(N2CCN(CCCN)CC2)cc1,-1,110,-6,27,1,1,18,-4,9,-0.3,-11
COC(=O)C1=C(c2ccc(Cl)c(C(F)(F)F)c2)C[C@@H]2CC[C@H]1N2C(=O)NCCOc1ccccc1,18,95,3,·,-17,-18,-17,39,0,-0.9,-7
C1CC2OC2CC1C1CO1 (centres undefined),16,103,4,·,3,-16,-13,1,-5,-0.1,-15
O=C1C(=O)c2ccccc2-c2ccccc21,-20&-12,100,1,·,-5,20&12,1,152,-110,0.2,-9
O=C1CC(N2CCC(n3c(=O)[nH]c4ccccc43)CC2)C(=O)N1c1ccc(F)cc1 (centres undefined),-9,107,2,-1,-6,9,1,10,·,0.1,-6
C=CCn1c(O)c(C(=O)CCCCCC)c(=O)[nH]c1=O,5,109,-3,1,-1,-5,6,5,-1,0.6,-4
O=c1c2ccc(Cl)cc2[nH]c(=S)n1-c1cccnc1,18,105,-8,1,5,-18,5,12,-11,-0.4,-3
Cc1cc(OCc2cc(C(=O)O)oc2C)c2c3c(c(=O)oc2c1)CCCC3,10,101,-8,2,-29,-3,4,103,·,-1.5,-5
Cc1ccsc1C(=O)C1CCCN(Cc2cn(C)nc2C)C1 (centres undefined),13,100,3,0,4,-13,26,-1,-5,-0.2,-13
COc1ccc(-c2nn(Cc3ccccc3)cc2C(=O)NC2CC2)cc1OC,8,99,-1,0,-8,-8,-13,4,-9,2.0,-3
O=C(COc1ccccc1)N1CCN(CC2CC3C=CC2C3)CC1 (centres undefined),17,98,16,·,-2,-17,0,394,4,-0.5,1
Cc1nn(Cc2ccccc2Cl)c(C)c1C(=O)OCC(=O)NC1CCCC(C)C1C (centres undefined),-25,97,3,0,-10,25,1,14,-2,·,-8
COc1ccc(C(=O)CC2C(=O)N(C)C(=O)N(C)C2=O)cc1,8,·,5,1,-1,-8,-1,-13,1,1.4,4
C[C@@H]1C(=O)O[C@H]2[C@H](O)[C@]34[C@@H]5OC(=O)[C@]3(OC3OC(=O)[C@H](O)C34[C@H](C(C)(C)C)[C@@H]5O)[C@@]12O (some centres undefined),11,101,7,·,3,-11,-5,·,-5,-0.5,-10
Oc1ccc(C[C@H]2NCCc3cc(O)c(O)cc32)cc1O,-6,94,-1,48,-6,6,-4,14,2,-0.1,-4
COc1cc2c(cc1O)[C@@H]1Cc3ccc(OC)c(O)c3CN1CC2,-23,113,8,·,1,22,7,2,-15,-0.1,2
CCN1CCc2ccccc2C1,·,92,15,18,0,·,2,9,-1,-0.2,3
CN1C(=O)CN=C(c2ccc(Cl)cc2)c2cc(Cl)ccc21,-28,115,-2,·,-7,32,6,2,-8,1.6,-19

# (listing goes on)
SMILES,SR-BI DiI-HDL act,DSG3 Ab inh,PKA-R2B act,NSD2 HMT inh,dFosB act,SR-BI HDL uptake,Arrestin-AP2 inh,Mot1-301 SUMO,MITF act,CDK5 p35 inh,PKA-R1A activ
O=C(N/N=C/c1c(O)n(CCC2=CCCCC2)c(=S)[nH]c1=O)c1ccccc1,-61,109,-7,-1,-1,61,26,-8,-3,1.3,0
O=C(Cn1c(=O)n(CC2CS2)c2ccccc21)N1CCCCCC1 (centres undefined),10,·,-12,1,-5,-10,13,2,-8,1.5,-3
C=CCN1C(=O)NC(=O)/C(=C\c2ccc(-c3ccccc3[N+](=O)[O-])o2)C1=O,28,82,0,4,-10,-28,7,3,-26,-0.6,-3
COC(=O)C1=C(c2cccc(OC)c2OC)C[C@@H]2CC[C@H]1N2C(=O)NCCO,-1,99,-3,·,-2,1,-1,12,9,0.7,-5
Cc1nc2ccccc2c(=O)n1-c1cc(F)ccc1F,20,·,0,8,4,-20,45,-20,-12,-0.6,-1
Cc1ccc(CC2C(=O)N(C)C(=O)N(C)C2=O)s1,27,103,-2,1,-2,-27,16,0,11,-0.2,-7
CCOP(=O)(OCC)c1ccc(OP(=O)(c2cccc([N+](=O)[O-])c2)c2cccc([N+](=O)[O-])c2)cc1,17,110,1,-2,1,-17,26,-7,-3,-1.2,1
OC1(c2ccccc2)CCNC2CCCCC21 (centres undefined),0,115,2,4,0,0,-15,9,·,-0.7,13
CCC1(c2ccc(N)cc2)CCC(=O)NC1=O (centres undefined),-2,101,6,·,-4,2,11,-8,-4,0.5,3
CCN(CC)C(=O)c1ccc(N(Cc2ccccc2)S(C)(=O)=O)cc1,-40,120,1,0,-3,40,-11,87,·,0.3,-1
COC(=O)C1=C(c2cc3ccccc3o2)C[C@@H]2CC[C@H]1N2C(=O)NC1CCCCC1,-20,101,-10,·,-9,20,-7,-17,-12,2.6,-1
CSc1ccccc1C(=O)C1CCCN(Cc2ccncc2)C1 (centres undefined),·,91,5,·,-1,·,3,-2,-8,-1.8,-1
COc1cc2[nH]c(=S)n(-c3ccccc3)c(=O)c2cc1OC,7,94,-5,-1,-2,-7,-9,-19,-3,0.2,-2
CCOP(=O)(Cc1ccccc1)OCC,24,102,-4,·,-2,-24,-11,1,1,0.1,2
Cn1c(CN2CCN(C(=O)COc3ccccc3)CC2)nc2cc([N+](=O)[O-])ccc21,-3,86,-6,·,-3,3,0,16,7,1.2,-3
CCN(CC)CCC(=O)O[C@H]1CC[C@]2(C)C3CC[C@@]4(C)C(CC[C@]4(C)O)C3CC[C@H]2C1 (some centres undefined),31,122,-2,1,-5,-31,31,9,2,-0.1,-6
CCCN1CC[C@@H]2c3cc(O)ccc3CC[C@@H]21,6,108,4,·,3,-6,3,7,12,-0.3,14
COc1cccc(CCNCc2c(F)cccc2F)c1,1,104,1,8,1,-1,49,133,-4,0.0,5
COc1cc(CN2C(=O)NC(=O)C3(Cc4cc(C)ccc4N(C)C3)C2=O)cc(OC)c1 (centres undefined),13,104,-3,2,-16,-13,9,67,-14,-4.4,4
COc1ccc(-n2c(O)c(/C=C3\C=Nc4ccc(Br)cc43)c(=O)[nH]c2=O)cc1,51,78,5,12,-51,-51,-6,-11,1,-1.0,10
CCc1cc2c(N3CCN(C)CC3)ncnc2s1,-4,·,-5,-3,-4,4,4,254,8,0.2,0
c1ccc(NC2=NCCS2)cc1,·,98,-1,-2,-1,·,-7,-12,4,-0.3,13
CCC1(C2=NCCN2)Cc2ccccc2O1 (centres undefined),-7,116,-3,·,6,7,2,-7,-15,0.9,-14
CCc1ccccc1N1C(=O)CC(=O)NC1=O,10,111,6,-4,-2,-10,2,15,-11,-3.8,-4
CCOC(=O)c1cnc(N2CC2)nc1N,0,115,-10,0,1,0,0,·,-10,0.9,1

# Carrying on.
SMILES,SR-BI DiI-HDL act,DSG3 Ab inh,PKA-R2B act,NSD2 HMT inh,dFosB act,SR-BI HDL uptake,Arrestin-AP2 inh,Mot1-301 SUMO,MITF act,CDK5 p35 inh,PKA-R1A activ
COc1ccc(-c2ccc3n2Cc2cnnn2-c2ccccc2-3)cc1,13,98,1,·,-9,-13,-13,·,20,1.8,-1
CC1(C)CC(N(CCc2ccccc2)Cc2ccccc2)CCO1 (centres undefined),3,101,-1,-8,-2,-3,36,-10,-5,0.1,-8
COc1ccc2c(C)c(CC(=O)N3C[C@H]4C[C@@H](C3)c3cccc(=O)n3C4)c(=O)oc2c1C,5,·,6,·,-3,-5,-4,3,2,-1.2,-11
CC(=O)c1ccc2c(c1)OCO2,11,107,-4,·,2,-11,9,5,2,0.5,-7
CN(C)P(=NC(=S)c1cccn1C)(N(C)C)N(C)C,6,103,-6,·,-1,-6,26,89,-7,10.0,-6
O=C1NC(=S)NC(=O)C1C/C=C/c1ccccc1,13,102,4,2,-4,-13,2,-2,4,0.0,-9
CN1CCC2(CC1)CC(NC=O)c1ccccc1O2 (centres undefined),14,104,6,6,-5,-14,49,-13,-6,0.6,-7
OC(c1ccc(F)cc1)(c1ccc(F)cc1)[C@@H]1CCCN1,17,104,-10,1,-2,-17,25,78,16,-3.0,-15
